Bioassay records: PubChem, The Scripps Research Institute Molecular Screening Center
M5 PAM: human M5 muscarinic receptor positive allosteric modulators, primary screen, CHO-K1 cells, Fluo-8 calcium fluorescence. Muscarinic acetylcholine receptor M5 (Homo sapiens), P08912. CHO-K1 hM5, ACh EC20 PAM; 0% = ACh EC20, 100% = ACh EC100. activation, % at 3 µM. 0.3% of 360,000 active;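 active = activation above the run cutoff, the mean activation of all test compounds plus 3 SD, cut at about 18% in these data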
Target sequence (P08912 whole entry, looked up): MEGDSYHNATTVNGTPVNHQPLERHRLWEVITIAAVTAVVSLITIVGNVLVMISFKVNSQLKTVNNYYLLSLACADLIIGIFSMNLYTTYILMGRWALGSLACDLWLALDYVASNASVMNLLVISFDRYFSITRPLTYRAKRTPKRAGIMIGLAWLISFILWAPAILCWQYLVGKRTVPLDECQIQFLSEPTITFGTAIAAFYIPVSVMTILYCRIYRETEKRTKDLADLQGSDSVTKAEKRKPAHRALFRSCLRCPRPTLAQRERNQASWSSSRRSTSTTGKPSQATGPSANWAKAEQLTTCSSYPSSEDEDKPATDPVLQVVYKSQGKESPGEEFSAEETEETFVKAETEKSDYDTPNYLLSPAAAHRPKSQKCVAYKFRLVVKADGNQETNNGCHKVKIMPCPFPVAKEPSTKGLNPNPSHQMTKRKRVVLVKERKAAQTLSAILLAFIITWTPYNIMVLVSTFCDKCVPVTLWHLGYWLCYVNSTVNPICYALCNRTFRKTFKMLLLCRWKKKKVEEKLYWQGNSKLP
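Probe or stimulus: acetylcholine, EC20 level; Assay system: human M5 receptor in CHO-K1 cells; Schedule: compound preincubation 140 s before EC20 acetylcholine addition; Technique: intracellular calcium via Fluo-8 fluorescence; Dosing: single-point, 3 µM nominal; Read-out basis: percent activation from peak-over-basal fluorescence ratio, scaled EC20-to-EC100 acetylcholine; Repeats: one well per compound, no replicates.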
CHRM5 antagonist: human M5 muscarinic receptor antagonists, primary screen, CHO cells, Fluo-8 calcium fluorescence; AID 624040, 2012; inhibition, % at 3 µM; 0.59% of 360,000 active; CHO-hM5 cells, ACh EC80;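 active = inhibition above a per-plate cutoff, the mean of that plate's test compounds plus 3 SD, cut at about 27% in these data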;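 note: 0% = acetylcholine EC80 with DMSO and 100% = DMSO without agonist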
CHO-K1 Ca PAM: nonselective calcium activators in parental CHO-K1 cells, primary screen, counter-screen for M1 PAM project, cell-based, Fluo-8 calcium fluorescence, full deck, 1536-well; ATP EC20; 0% at ATP EC20, 100% at ATP max; activation, % at 3 µM; 0.02% of 360,000 active;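 active = activation above the run cutoff, the mean activation of all test compounds plus 3 SD, cut at about 40% in these data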;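 note: peak over basal fluorescence ratio in a 140 s read after ATP addition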
CHO-K1 Ca antag: M1 antagonist counterscreen hit in parental CHO-K1 cells. ATP-induced calcium, Fluo-8 fluorescence. inhibition, % at 3 µM. 0.6% of 360,000 active. AID 602250;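 active = inhibition above a per-plate cutoff, the plate's mean sample inhibition plus 3 SD, cut at about 24% in these data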;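 note: 0% = DMSO plus EC80 ATP and 100% = DMSO alone without ATP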
M4 ag: human M4 muscarinic receptor agonists, primary screen, CHO-K1 cells, Fluo-8 calcium fluorescence; CHO-K1 hM4/Gqi5; vehicle 0%, full acetylcholine response 100%; Muscarinic acetylcholine receptor M4 (Homo sapiens), P08173; activation, % at 3 µM; 0.14% of 360,000 active;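 active = activation above the run mean over all test wells plus 3 SD, cut at about 32% in these data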;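 note: peak over basal fluorescence ratio per well then scaled between controls; 0% = DMSO wells and 100% = acetylcholine at EC100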
Target sequence (P08173 whole entry, looked up): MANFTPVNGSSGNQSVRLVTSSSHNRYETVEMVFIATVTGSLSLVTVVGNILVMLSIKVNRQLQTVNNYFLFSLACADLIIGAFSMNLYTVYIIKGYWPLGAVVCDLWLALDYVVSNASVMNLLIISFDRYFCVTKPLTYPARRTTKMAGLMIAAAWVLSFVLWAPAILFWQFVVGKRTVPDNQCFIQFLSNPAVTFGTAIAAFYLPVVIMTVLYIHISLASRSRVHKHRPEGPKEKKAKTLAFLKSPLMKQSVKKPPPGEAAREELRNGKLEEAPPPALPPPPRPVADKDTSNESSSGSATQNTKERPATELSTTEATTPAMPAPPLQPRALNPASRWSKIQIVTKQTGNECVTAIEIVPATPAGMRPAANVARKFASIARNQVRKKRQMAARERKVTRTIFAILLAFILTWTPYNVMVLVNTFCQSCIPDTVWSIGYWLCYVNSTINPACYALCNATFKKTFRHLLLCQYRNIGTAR
CHRM4 PAM: human M4 muscarinic receptor positive allosteric modulators, primary screen, CHO-K1 cells, Fluo-8 calcium fluorescence; 0.4% of 360,000 active; activation, % at 3 µM; CHO-K1 hM4/Gqi5, ACh EC20; 0% = ACh EC20, 100% = maximal ACh;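 active = activation above its plate's cutoff, the mean activation of sample wells plus 3 SD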; note: some results filed as inactive read as strong as hits
CHO-K1 Ca ag: counter-screen for M1 agonists: effect in parental CHO-K1 cells | AID 602248, 2012 | activation, % at 3 µM | 0.48% of 360,000 active | Fluo-8 calcium fluorescence; scaled to maximal ATP response, vehicle zero; in the data active = activation above about 15%;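 note: untransfected CHO-K1 host cells lacking M1 receptor as counterscreen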
M5 ag: human M5 muscarinic receptor agonists, primary screen, CHO-K1 cells, Fluo-8 calcium fluorescence. CHO-K1 hM5 cells; 0% DMSO wells, 100% maximal acetylcholine response. activation, % at 3 µM. 0.19% of 360,000 active;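 active = activation above the run's mean over test compounds plus 3 SD, cut at about 23% in these data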;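 note: signal is peak over basal fluorescence ratio across the kinetic read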
CHRM4 antagonist: human M4 muscarinic receptor antagonists, primary screen, CHO cells, Fluo-8 calcium fluorescence. CHO-hM4 cells, ACh EC80. AID 624125, 2012. Muscarinic acetylcholine receptor M4 (Homo sapiens), P08173. inhibition, % at 3 µM. 0.73% of 360,000 active;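 active = inhibition above its plate's cutoff, the mean inhibition of sample wells plus 3 SD, cut at about 27% in these data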;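 note: 0% = acetylcholine EC80 with DMSO and 100% = DMSO without agonist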
Active calls of the source: *.

entry	SMILES	M5 PAM	CHRM5 antagonist	CHO-K1 Ca PAM	CHO-K1 Ca antag	M4 ag	CHRM4 PAM	CHO-K1 Ca ag	M5 ag	CHRM4 antagonist
1	Cc1c(CC(=O)NCCCO)c(=O)oc2cc3c(cc12)CCC(C)(C)O3	-4	13	0	15	0	-6	0.2	-1	12
2	O=C(Nc1cccc(C(F)(F)F)c1)c1n[nH]c(Cn2cncn2)n1	-1	2	1	-12	1	-1	-0.4	1	3
3	CC(C)n1cnc2c(Nc3ccc(F)c(Cl)c3)nc(NCCO)nc21	-3	7	9	-9	3	1	-0.2	-1	9
4	NC(=O)NC(=O)CN1c2cccc3cccc(c23)S1(=O)=O	-2	17	-4	-8	1	-7	0.6	-2	10
5	CC1(C(=O)Nc2ccccc2F)CCN1C(=O)Cc1cc(F)ccc1F (centres undefined)	-2	4	13	-15	0	-5	0.0	-1	-6
6	O=[N+]([O-])/C(=C\Nc1ccccc1Cl)S(=O)(=O)c1ccccc1	6	-7	17	-7	0	-1	0.2	-2	4
7	Cc1ccc(NC2=C(Cl)C(=O)OC2OC(C)C)c(C)c1 (centres undefined)	-8	13	23	-7	3	2	0.9	0	1
8	Cn1nnnc1SCCNS(=O)(=O)c1ccccc1	3	-1	6	-12	1	-2	-0.1	-1	-4

Continuation:
entry	SMILES	M5 PAM	CHRM5 antagonist	CHO-K1 Ca PAM	CHO-K1 Ca antag	M4 ag	CHRM4 PAM	CHO-K1 Ca ag	M5 ag	CHRM4 antagonist
9	Cc1cc(F)ccc1NC(=O)CCc1c(C)nn(-c2ccc(N3CCCCC3)nn2)c1C	1	9	15	-15	14	-5	4.3	-3	1
10	Cc1nc2scc(C)n2c(=O)c1S(=O)(=O)NCC1CCN(Cc2ccc(Cl)cc2)CC1	-2	3	4	-5	1	-14	0.8	-8	65*
11	O=C(c1ccc(Cl)cc1)c1ccc(Oc2cc(NN3CCCCC3)c([N+](=O)[O-])cc2[N+](=O)[O-])cc1	-1	4	-2	-3	1	15	-0.1	2	-1
12	CN(c1ccccc1)S(=O)(=O)c1ccc(NC(=O)COc2ccccc2)cc1	5	-9	-14	9	10	-6	7.3	4	3
13	COc1ccc(-c2nnc(COc3ccc4ccccc4c3)o2)cc1OC	-1	-5	19	-15	8	-5	1.7	-1	-4
14	CCn1c(C)c(C)c2cc(C(=O)N3CCN(c4ccccc4)CC3)ccc21	0	9	17	-31	6	1	1.4	-6	-21
15	O=C(CC(C(=O)O)c1ccccc1)Nc1ccccc1 (centres undefined)	1	5	13	2	0	14	-0.1	-2	1
16	Cc1ccc(-c2c(C)n([O-])c3c([n+]2=O)CCC3)o1	4	1	27	-17	0	-2	0.7	-2	5

(further entries)
entry	SMILES	M5 PAM	CHRM5 antagonist	CHO-K1 Ca PAM	CHO-K1 Ca antag	M4 ag	CHRM4 PAM	CHO-K1 Ca ag	M5 ag	CHRM4 antagonist
17	CN1CCC(N(C)CC(=O)Nc2ccccc2N2CCOCC2)CC1	-1	-1	-1	-5	0	-1	-0.1	-2	7
18	CCc1ccc(NC(=O)NCc2ccc3c(c2)OCO3)cc1	3	1	2	-3	1	-5	0.1	-5	-2
19	CCC1(C)Cc2ccccc2-c2nc(NCCCO)n(-c3ccccc3)c(=O)c21 (centres undefined)	0	-5	9	4	6	-1	2.0	4	1
20	CC(C)N(C(=O)COC(=O)CNC(=O)c1ccc(Br)cc1)c1ccccc1	6	-11	14	-4	4	-5	2.6	1	-2
21	CCOc1ccccc1N(CC(=O)Nc1ccc(OC)c(OC)c1)S(=O)(=O)c1ccccc1	-3	17	11	-3	2	-2	0.4	-8	-2
22	Cc1ccc(-c2cnc(NC(=O)CCC(=O)N3CCCCC3)n2C)cc1	5	-1	10	6	0	-2	0.1	2	2
23	Cc1cc(C(=O)N/N=C/c2ccco2)n[nH]1	1	-12	25	-5	1	-4	0.6	-1	0
24	CCCC1SCC(C)(C)NC1=O (centres undefined)	0	1	3	-9	0	3	0.5	2	-9

Carrying on.
entry	SMILES	M5 PAM	CHRM5 antagonist	CHO-K1 Ca PAM	CHO-K1 Ca antag	M4 ag	CHRM4 PAM	CHO-K1 Ca ag	M5 ag	CHRM4 antagonist
25	COc1ccc(C#Cc2ccc3c(c2)c(=O)c2ccccc2n3C)cc1	-10	9	-20	22	0	-3	0.0	2	10
26	COc1ccc(C(=O)NCCS(=O)(=O)N2CCC3(CC2)OCCO3)cc1	-4	1	-2	-6	2	18	0.9	1	-18
27	O=C(NCc1ccc2c(c1)OCO2)c1ccc(S(=O)(=O)N2CCOCC2)cc1	-1	6	13	-5	3	-1	1.7	2	4
28	CN1CCN(c2nc(Nc3ccccc3)nc(N)c2[N+](=O)[O-])CC1	2	5	12	-1	1	3	0.9	2	-5
29	Cc1ccc(NC(=O)C2CC(=O)Nc3ncnn32)c(C)c1 (centres undefined)	-2	9	13	-14	0	-1	0.8	1	1
30	CC(NC(=O)c1cc2ccccc2oc1=O)c1ccc(O)cc1 (centres undefined)	-4	5	2	-6	8	-3	8.7	7	-1
31	Cc1ccccc1C(=O)N1CCN(c2ccc(N3CCOCC3)nn2)CC1	4	-6	14	-20	0	9	1.5	1	-8
32	O=C(c1ccccc1)c1cc2ccc(O)cc2oc1=O	1	3	15	-6	1	2	1.8	2	7

Going on with the list:
entry	SMILES	M5 PAM	CHRM5 antagonist	CHO-K1 Ca PAM	CHO-K1 Ca antag	M4 ag	CHRM4 PAM	CHO-K1 Ca ag	M5 ag	CHRM4 antagonist
33	CCn1c(-c2ccc3ncccc3c2)n[nH]c1=S	-3	5	6	-1	0	0	0.1	-1	2
34	O=C(C(=O)N1CCCCC1)c1cn(CC(=O)N2CCCCCC2)c2ccccc12	-2	0	11	-7	2	-2	1.0	-2	2
35	Cc1ccc(S(=O)(=O)c2c(C)cc(-c3ccccc3)[nH]c2=O)cc1	-5	3	18	-3	5	1	4.4	2	3
36	NC(=O)C1CCN(c2nc(-c3ccccc3-c3ccccc3)cs2)CC1	-4	14	17	-17	1	4	-0.1	1	6
37	CSc1ccc(S(=O)(=O)N2CCC(C(=O)NCc3ccccn3)CC2)cc1	2	0	1	-18	3	12	0.4	-2	-19
38	CCC(=O)Nc1nc(C)cc(SCC(=O)OC)n1	-1	-3	9	4	1	2	0.1	-1	2
39	COc1ccc(N(CC(=O)N/N=C/c2ccc3c(c2)OCO3)S(=O)(=O)c2ccc(NC(C)=O)cc2)cc1	-9	2	19	-2	2	-5	13	-2	3
40	COc1ccccc1C(=O)COC(=O)c1ccccc1O	-13	33*	19	-7	2	6	0.0	-4	-6

An excerpt of these results, with two lines to a compound.
Values in the order – M5 PAM	CHRM5 antagonist	CHO-K1 Ca PAM	CHO-K1 Ca antag	M4 ag	CHRM4 PAM	CHO-K1 Ca ag	M5 ag	CHRM4 antagonist
[40] COc1ccccc1C(=O)COC(=O)c1ccccc1O
    -13	33*	19	-7	2	6	0.0	-4	-6
[39] COc1ccc(N(CC(=O)N/N=C/c2ccc3c(c2)OCO3)S(=O)(=O)c2ccc(NC(C)=O)cc2)cc1
    -9	2	19	-2	2	-5	13	-2	3

Next entries follow:
entry	SMILES	M5 PAM	CHRM5 antagonist	CHO-K1 Ca PAM	CHO-K1 Ca antag	M4 ag	CHRM4 PAM	CHO-K1 Ca ag	M5 ag	CHRM4 antagonist
41	O=C1CC(C(=O)N2CCc3ccccc32)CN1c1ccc(F)cc1 (centres undefined)	5	5	-1	-6	1	-7	1.7	-2	0
42	CCCCNC(=O)CCCCCn1c(=O)[nH]c2cc(OC)c(OC)cc2c1=O	3	2	22	-12	0	4	0.5	-4	8
43	CN(C)Cc1nc2c([nH]1)c(=O)n(C)c(=O)n2C	1	-1	20	-6	2	12	0.8	-1	-21
44	CCOC(=O)Cc1[nH]nc2c1C(c1ccsc1)C(C#N)=C(N)O2 (centres undefined)	11	0	-1	-4	2	0	-0.4	1	5
45	Cc1ccnc(-n2c(CCN3C(=O)c4ccccc4C3=O)nc3ccccc3c2=O)c1	-3	2	11	-10	5	-3	1.7	-1	-4
46	O=C(O)CC1c2ccccc2S(=O)(=O)N1Cc1ccccc1 (centres undefined)	5	1	12	-11	1	13	0.1	8	-3
47	O=C(Nc1nnc(COc2ccc(Cl)cc2)s1)c1cccs1	2	-9	19	-15	1	3	-0.2	-1	-4
48	O=C(COc1ccccc1)N1CCN=C1c1ccccc1	0	-6	11	-4	0	0	1.1	0	8

(next part)
entry	SMILES	M5 PAM	CHRM5 antagonist	CHO-K1 Ca PAM	CHO-K1 Ca antag	M4 ag	CHRM4 PAM	CHO-K1 Ca ag	M5 ag	CHRM4 antagonist
49	COC(=O)c1ccc(CNC(=O)C2CCC(=O)N(C3CCCCCC3)C2)cc1 (centres undefined)	1	-6	17	-20	1	1	1.9	0	3
50	CCc1nnc(NC(=O)c2cc(-c3ccncc3)nc3ccccc23)s1	-1	5	6	-11	-1	-2	-0.3	1	3
51	O=C(NCCC1=CCCCC1)C(=O)NCc1ccccc1	9	-3	27	-9	1	1	0.5	-4	1
52	CCOc1cc(CNCc2cccs2)cc(Br)c1OC	1	5	25	-8	3	-4	0.5	-2	1
53	COc1ccccc1N1CCN(C(=O)CSc2nc(N)cc(=O)[nH]2)CC1	-1	0	20	-24	-1	4	1.1	-1	-12
54	COc1ccccc1NC(=O)C(C)OC(=O)CC1CCCC1 (centres undefined)	-1	-7	-5	-16	0	3	-0.5	-5	-23
55	O=C1CSC(c2cccnc2)N1c1cccc(Cl)c1 (centres undefined)	-9	4	15	-1	0	0	1.3	-5	2
56	C=CCNC(=O)CSc1ncc2c(n1)-c1c(csc1SC)CC2	-2	4	21	-11	1	-4	1.4	-2	3

Later entries:
entry	SMILES	M5 PAM	CHRM5 antagonist	CHO-K1 Ca PAM	CHO-K1 Ca antag	M4 ag	CHRM4 PAM	CHO-K1 Ca ag	M5 ag	CHRM4 antagonist
57	CCOC(=O)c1ccc(S(=O)(=O)NNS(=O)(=O)c2ccc(C)cc2)cc1	-4	10	8	3	1	0	0.4	0	2
58	Cc1ccnc(SC2CC(=O)N(c3ccc(F)cc3)C2=O)n1 (centres undefined)	-3	-6	-2	3	1	1	0.3	-2	-5
59	COc1cc(OC)c(NC(=O)CCNS(=O)(=O)c2ccc3c(c2)CC(C)N3C(C)=O)cc1Cl (centres undefined)	-9	11	7	-6	1	-1	0.5	-7	0
60	CC(C)CCn1c(SCC(=O)NC2CC2)nc2cc(Cl)ccc2c1=O	4	1	12	-11	-1	5	0.4	0	-1
